Source: PubChem (National Center for Advancing Translational Sciences (NCATS))
Tb PFK block: qHTS Assay to Find Inhibitors of T. brucei phosphofructokinase; ATP-dependent 6-phosphofructokinase (Trypanosoma brucei brucei), O15648; T. brucei PFK, ADP-Glo luminescence; Potency, µM (top dose mostly 57.5 µM), without a hit: at the top dose activity, negative = inhibition, most hits filed as inhibitors; 330,000 compounds, 0.17% hits; AID 485367, 2010;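 also: potency is read from the fitted curve at half-maximal effect; 0% = uninhibited 1x PFK enzyme wells and -100% = no-enzyme wells; nearly all actives have a fitted effect of over 60% in size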
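PFK 1.25 nM, F6P 0.5 mM, ATP 0.1 mM, 0.1 M TEA pH 8.0, 5 mM MgCl2, 0.01% Tween20, 0.1% BSA; 45 min RT. ADP-Glo readout. qHTS titration up to 57 uM; curves fitted, compounds curve-classed.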
Coupling enz: qHTS Assay for Inhibitors of Fructose-1,6-bisphosphate Aldolase from Giardia Lamblia: Coupling assay counterscreen; coupling enzyme system counterscreen, AmpLite Red fluorescence; activity change, negative = inhibition, % at 58.2 µM, hits read low; 290,000 compounds, 0.67% hits; AID 2472, 2010; in the data active = activity change below about -30%; also: % is scaled to controls: 0 for no effect and ±100 for the full control effect
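First, compound is pin-transferred into glyceraldehyde-3-phosphate coupling-enzyme reagent at 57.5 uM final and held 10 min at RT. Next, substrate, coupling system and AmpLite Red are added. After 20 min RT, fluorescence (525/598 nm) is read.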
ELG1 genotox: qHTS screen for small molecules that induce genotoxicity in human embryonic kidney (HEK293T) cells expressing luciferase-tagged ELG1; HEK293T ELG1-luciferase reporter, luminescence, 16 h; Potency, µM (doses to about 46 µM), inactives show at the top dose activity change, positive = activation, usual class: activators; 330,000 compounds, 1.3% hits; also: potency is read from the fitted curve at half-maximal effect; % of control where 0% means no effect; nearly all actives have a fitted effect of over 60% in size
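ELG1-luciferase HEK293T cells, 2,000/well; compound pinned in; 16 hr, 37 °C, 5% CO2; ONE-Glo, 30 min RT; luminescence on CCD imager.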
Rab9 promoter act: qHTS Assay for Rab9 Promoter Activators; Huh7 Rab9 promoter-luciferase reporter, luminescence, 24 h; Potency, µM (titrated, usually from 9.22 µM), inactives show at the top dose activation, negative = inhibition, most hits filed as activators; 320,000 compounds, 2.8% hits; AID 485297, 2010; also: potency is read from the fitted curve at half-maximal effect; % of control where 0% means no effect; nearly all actives have a fitted effect of over 60% in size
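Using Huh7 cells stably transfected with Rab9 promoter–luciferase, compounds were incubated 24 h at 37 °C, 5% CO2; luciferase luminescence was read 10 min after reagent addition.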
FLuc modulator: qHTS profiling assay for firefly luciferase inhibitor/activator using purifed enzyme and Km concentrations of substrates (counterscreen for miR-21 project); purified FLuc, Km substrates, luminescence inhibition; 360,000 compounds, 6.9% hits; AID 588342, 2011; Potency, µM (highest dose often 57.5 µM), inactives show at the highest dose activity change, negative = inhibition, usual class: inhibitors; Luciferin 4-monooxygenase (Photinus pyralis), P08659;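 also: potency is read from the fitted curve at half-maximal effect; plate controls were vehicle for no effect and reference inhibitor for full effect; nearly all actives have a fitted effect of over 55% in size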
Target sequence (P08659 whole entry, looked up): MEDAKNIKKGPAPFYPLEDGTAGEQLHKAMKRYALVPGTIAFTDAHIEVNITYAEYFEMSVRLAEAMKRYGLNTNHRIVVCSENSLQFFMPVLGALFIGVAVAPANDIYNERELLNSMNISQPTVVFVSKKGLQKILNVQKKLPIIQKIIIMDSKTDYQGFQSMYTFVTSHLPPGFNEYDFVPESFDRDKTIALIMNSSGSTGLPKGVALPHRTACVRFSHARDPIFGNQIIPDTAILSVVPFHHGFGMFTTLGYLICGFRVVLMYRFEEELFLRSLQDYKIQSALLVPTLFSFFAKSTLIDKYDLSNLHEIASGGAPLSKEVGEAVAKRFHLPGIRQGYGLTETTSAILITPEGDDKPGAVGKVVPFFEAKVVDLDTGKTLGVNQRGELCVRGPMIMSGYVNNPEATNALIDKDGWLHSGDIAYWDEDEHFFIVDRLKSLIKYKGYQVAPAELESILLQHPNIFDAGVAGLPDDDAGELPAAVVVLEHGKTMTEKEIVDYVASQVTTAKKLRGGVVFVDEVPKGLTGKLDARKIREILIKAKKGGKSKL
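Purified P. pyralis luciferase, 10 nM final, with Km-level 10 uM D-luciferin and 10 uM ATP in 50 mM Tris acetate pH 7.5, 10 mM Mg acetate, 0.01% Tween-20, 0.05% BSA; 6-point qHTS titration about 60 µM downward; luminescence read.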
Giardia kill: Small Molecules that selectively kill Giardia lamblia: qHTS | activity change, % at 7.66 µM, hits read low | AID 540267, 2011 | Giardia lamblia trophozoite viability | 340,000 compounds, 0.15% hits; in the data active = activity change below about -80%; inconclusive = between about -30% and that limit;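 also: parasites exposed to compound for two days anaerobically before the ATP read; % is scaled to controls: 0 for no effect and ±100 for the full control effect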
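Luminescence from cellular ATP indicates surviving trophozoites (100 cells/well) following 48 hrs anaerobic compound treatment at 37 deg C; signal develops 15-30 min at room temperature.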
RORgamma inh: qHTS for inhibitors of ROR gamma transcriptional activity | Nuclear receptor ROR-gamma (Mus musculus), P51450 | Drosophila S2 Gal4-RORgamma UAS-luciferase reporter, 20 h | Potency, µM (highest dose often 53.6 µM), for inactives: top-dose activity change, negative = inhibition, hits mostly inhibitors | 310,000 compounds, 5.4% hits | AID 2551, 2010; also: potency is read from the fitted curve at half-maximal effect; % is scaled to controls: 0 for no effect and ±100 for the full control effect; nearly all actives have a fitted effect of over 60% in size
Target sequence (P51450 whole entry, looked up, the tested form may be a part): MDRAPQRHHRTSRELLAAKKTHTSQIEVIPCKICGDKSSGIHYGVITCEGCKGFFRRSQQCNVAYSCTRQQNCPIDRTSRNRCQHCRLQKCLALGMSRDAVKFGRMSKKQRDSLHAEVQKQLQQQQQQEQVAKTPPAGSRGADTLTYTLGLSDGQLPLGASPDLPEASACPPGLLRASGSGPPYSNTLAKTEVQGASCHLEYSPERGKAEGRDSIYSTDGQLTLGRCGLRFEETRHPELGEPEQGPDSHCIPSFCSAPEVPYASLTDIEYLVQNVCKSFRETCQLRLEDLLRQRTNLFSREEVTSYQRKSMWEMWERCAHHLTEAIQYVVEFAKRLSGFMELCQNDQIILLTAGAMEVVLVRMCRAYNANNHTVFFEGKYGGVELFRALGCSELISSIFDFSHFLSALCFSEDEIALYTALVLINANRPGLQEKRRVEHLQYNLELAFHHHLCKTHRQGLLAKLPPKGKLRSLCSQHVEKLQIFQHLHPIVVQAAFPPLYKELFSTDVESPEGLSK
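Read-out: Photinus luciferase luminescence; inhibitors lower reporter signal. Insect Schneider cells with Gal4-ROR gamma fusion under metallothionein promoter, UAS reporter; 700 uM final copper sulfate induction, 20 hr, ambient temperature.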
VP16 counter: VP16 counterscreen qHTS for inhibitors of ROR gamma transcriptional activity; Drosophila S2 Gal4-VP16 UAS-luciferase, luminescence, 20 h; Potency, µM (titrated, usually from 53.6 µM), for the others: at the top dose activity, negative = inhibition, usual class: inhibitors; 310,000 compounds, 3.5% hits; AID 2546, 2010;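 also: Gal4-VP16 expression switched on by copper sulfate through the metallothionein promoter; potency is read from the fitted curve at half-maximal effect; % is scaled to controls: 0 for no effect and ±100 for the full control effect; nearly all actives have a fitted effect of over 50% in size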
KCNH2 3.1 block: qHTS for Inhibitors of KCHN2 3.1: Mutant qHTS. Potassium voltage-gated channel subfamily H member 2, brain isoform KCNH2 3.1 (human). U2OS KCNH2 3.1, thallium flux FluxOr; hits give low values. activity change, % (tested at about 1.8 µM). 340,000 compounds, 0.95% hits;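 active = maximum activity change below -70%; inconclusive = maximum activity change from -70% to -50%; inactive = maximum activity change above -50%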;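 also: thallium influx rate constant from kinetic fluorescence after stimulation buffer; % is scaled to controls: 0 for no effect and ±100 for the full control effect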
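Channel expression came from 3.1 mutant virus (1.77 x 10^8 /mL) applied to suspended U2OS cells for 4 h. Flux was tracked with FluxOr dye plus Red40 quencher, and kinetic rate constants normalized to controls.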
NPC1 promoter act: qHTS Assay for NPC1 Promoter Activators; Huh7 NPC1 promoter luciferase reporter, 24 h; Potency, µM (top dose mostly 9.22 µM), for inactives: at the highest dose activation, most hits filed as activators; 320,000 compounds, 2.4% hits;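 also: potency is read from the fitted curve at half-maximal effect; % of control where 0% means no effect; nearly all actives have a fitted effect of over 60% in size; reporter is driven by a mutant NPC1 promoter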
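In 1536-well qHTS, Huh7 cells harboring an NPC1 promoter–luciferase construct received compound for 24 h; activation was quantified by luminescence following luciferase reagent addition.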
uPA generation: qHTS for Inhibitors of Cell Surface uPA Generation; 330,000 compounds, 0.31% hits; Potency, µM (series often up to 38.3 µM), for inactives: top-dose activity change, negative = inhibition, actives largely listed as inhibitors; AID 540303, 2011; cell surface uPA generation assay, qHTS; active = well fitted inhibition curve with a large enough effect; inconclusive = small, poorly fitted or top-dose-only effect; inactive = no such curve, though single readings can be large or run the other way; tested in mouse RAW 264.7 cells; also: potency is read from the fitted curve at half-maximal effect; % is scaled to controls: 0 for no effect and ±100 for the full control effect; nearly all actives have a fitted effect of over 55% in size
Active calls of the source: *; u = inconclusive; x = not tested or not shown; [ ] = remark or other dose. Unless noted, calls follow the shape of the dose curve; as a rule, active = well fitted curve in the direction sought with a large enough effect; inconclusive = small, poorly fitted or top-dose-only effect, or another doubt; inactive = no such curve, though single readings can be large; an effect the other way counts as inactive or inconclusive.

(1) O=C(c1cc2ccccc2o1)N1CCN(c2ncccn2)CC1
(2) CC(C)Sc1oc(-c2ccco2)nc1S(=O)(=O)c1ccccc1
(3) COc1ccc(-c2ccc(CCC(=O)O)n2CC(=O)Nc2cccc(OC)c2)cc1
(4) CCOC(=O)N1CCC(N2CCCC(CO)(Cc3ccccc3C)C2)CC1 (centres undefined)
(5) Clc1ccc(Cn2cc(/C=N/n3cnnc3)c3ccccc32)c(Cl)c1
(6) CC(C)N(CCO)C(=O)CCc1nnc(CCCc2ccccc2)o1

assay / compound,1,2,3,4,5,6
Tb PFK block,-18%,-2%,1%,0%,-12%,0%
Coupling enz,x,5,4,2,1,2
ELG1 genotox,-1%,-3%,0%,-1%,-1%,18%
Rab9 promoter act,x,-2%,1%,2%,3%,28%
FLuc modulator,x,0%,u,0%,-5%,u
Giardia kill,12,3,0,1,-24,-5
RORgamma inh,x,u,16%,-1%,u,43%
VP16 counter,x,-3%,1%,-3%,u,-1%
KCNH2 3.1 block,12,1,14,7,-6,x
NPC1 promoter act,x,2%,-5%,-2%,-2%,1%
uPA generation,-2%,4%,6%,-10%,-2%,1%

(7) CCOC(=O)N1CCN(C(=S)NC)CC1
(8) CCCCc1c(CCC)c(=N)c2ccccc2n1C
(9) CC1CCC(C(=O)NC(C(=O)NCCc2ccc(S(N)(=O)=O)cc2)C(C)C)CC1 (centres undefined)
(10) COc1ccc(-c2cc(C(=O)Nc3cc(C)nn3-c3ccccc3)no2)cc1
(11) Nc1ccn(Cc2cccc(F)c2)n1
(12) CC1CCCCC12NC(=O)N(CC(=O)Nc1cccc(S(=O)(=O)N3CCCCC3)c1)C2=O (centres undefined)

assay / compound,7,8,9,10,11,12
Tb PFK block,-2%,3%,-13%,-7%,-1%,8%
Coupling enz,1,2,-1,0,0,x
ELG1 genotox,2%,-3%,-8%,2%,5%,1%
Rab9 promoter act,1%,-18%,-1%,-5%,-4%,-1%
FLuc modulator,0%,-4%,1%,13µM*,2%,2%
Giardia kill,-6,7,-5,4,2,-11
RORgamma inh,-7%,21%,9%,-1%,7%,x
VP16 counter,0%,-30%,-1%,0%,-1%,x
KCNH2 3.1 block,14,11,9,-2,-2,6
NPC1 promoter act,-3%,-28%,-3%,-5%,-4%,-3%
uPA generation,7%,-11%,-2%,3%,-8%,u

(13) Cc1ccc2c(c1)n([O-])c1c([n+]2=O)CCCC1
(14) CCc1ccc(NC(=O)C2CCN(c3c(N4CCCC4)c(=O)c3=O)CC2)cc1
(15) Cc1ccc(NS(=O)(=O)c2ccc(NC(=O)N3CCCCC3)cc2)cc1
(16) NC/C(=N\O)c1ccc(Cl)cc1Cl
(17) O=C1NN=C(c2ccc(Cl)cc2)CC1c1cccc(Cl)c1 (centres undefined)
(18) CCC(C)c1c(O)nc(SCC(=O)N2CCCCCC2)[nH]c1=O (centres undefined)

assay / compound,13,14,15,16,17,18
Tb PFK block,-5%,-3%,-1%,1%,-16%,-4%
Coupling enz,-2,2,1,4,0,1
ELG1 genotox,0%,4%,-8%,-1%,-1%,2%
Rab9 promoter act,-1%,-2%,-2%,1%,4%,3%
FLuc modulator,3%,4%,0%,-8%,-3%,0%
Giardia kill,2,-8,-11,-4,8,0
RORgamma inh,2%,0%,22%,-1%,34%,-21%
VP16 counter,0%,1%,-25%,2%,-6%,-6%
KCNH2 3.1 block,13,-13,x,6,-6,16
NPC1 promoter act,-1%,-1%,1%,-3%,3%,-1%
uPA generation,0%,2%,2%,4%,1%,-1%

By substructure, those above with a furan ring, fused or not (two)
(1) O=C(c1cc2ccccc2o1)N1CCN(c2ncccn2)CC1
(2) CC(C)Sc1oc(-c2ccco2)nc1S(=O)(=O)c1ccccc1

assay / compound,1,2
Tb PFK block,-18%,-2%
Coupling enz,x,5
ELG1 genotox,-1%,-3%
Rab9 promoter act,x,-2%
FLuc modulator,x,0%
Giardia kill,12,3
RORgamma inh,x,u
VP16 counter,x,-3%
KCNH2 3.1 block,12,1
NPC1 promoter act,x,2%
uPA generation,-2%,4%

Additional records:
(19) Cc1occc1C(=O)N1CCCC(Nc2ccc(C(C)C)cc2)C1 (centres undefined)
(20) COC(=O)c1cc(OC(=O)CCc2ccc(OC)c(OC)c2)cc(C(=O)OC)c1
(21) CCCNC(=O)Nc1ccc(F)c(Cl)c1
(22) CCOc1cc(CN2CCN(C(=O)c3ccco3)CC2)ccc1OC
(23) COc1ccc(-n2c(SCC(=O)NNC(=O)c3ccc(C)cc3)nnc2-c2ccncc2)cc1
(24) COc1ccc(-c2nn(-c3ccccc3)cc2C(=O)Nc2nccs2)cc1OC

assay / compound,19,20,21,22,23,24
Tb PFK block,2%,0%,-15%,-7%,0%,-5%
Coupling enz,-5,0,-1,-4,13,-8
ELG1 genotox,-9%,2%,-2%,-1%,1%,-3%
Rab9 promoter act,2%,-2%,11%,-6%,2%,-13%
FLuc modulator,2%,u,-13%,1%,3%,u
Giardia kill,9,11,12,-1,8,2
RORgamma inh,24%,-16%,13%,0%,13%,u
VP16 counter,-8%,-8%,-21%,-11%,-3%,22µM*
KCNH2 3.1 block,2,-11,-6,4,5,-16
NPC1 promoter act,0%,2%,-1%,-5%,1%,-3%
uPA generation,10%,-3%,-2%,-1%,9%,-3%

(25) CC1CN(C2CCN(C(=O)c3cccc(Cl)c3)CC2)CC(C)O1 (centres undefined)
(26) Cc1ccc(NC(=O)CSc2nnc(C)c(=O)n2N)cc1Cl
(27) CCOC(=O)Cc1nn2c(=O)cc(C)nc2s1
(28) CC1CCCCC1NC(=O)C1Cc2ccccc2CN1S(C)(=O)=O (centres undefined)
(29) CCC1=NN(C(=O)c2ccccc2O)C(O)(c2ccccc2)C1 (centres undefined)
(30) CC1(C(=O)NC2CCCC2)CCC(=O)N1Cc1ccccc1Cl (centres undefined)

assay / compound,25,26,27,28,29,30
Tb PFK block,-1%,5%,9%,11%,6%,-5%
Coupling enz,-1,x,-2,1,5,6
ELG1 genotox,0%,5%,-10%,-2%,0%,4%
Rab9 promoter act,-1%,3%,1%,1%,4%,1%
FLuc modulator,-1%,1%,3%,0%,u,-5%
Giardia kill,6,-9,12,1,-1,4
RORgamma inh,1%,14%,-10%,5%,5µM*,-7%
VP16 counter,2%,-18%,11%,10%,7.9µM*,4%
KCNH2 3.1 block,-15,-6,1,20,-5,-20
NPC1 promoter act,-8%,-5%,-1%,-1%,-3%,4%
uPA generation,-3%,3%,2%,1%,11µM*,4%

Taken from above.
compound 29 in Giardia kill shows -1
compound 25 in KCNH2 3.1 block shows -15

Carrying on.
(31) CCOC(=O)c1ccc(N(C(=O)c2cnccn2)C(C(=O)NC2CCCCC2)c2cn(C)nc2C)cc1 (centres undefined)
(32) COc1ccc(C2C(Oc3ccccc3C)C(=O)N2Cc2ccc(F)cc2)cc1OC (centres undefined)
(33) Cc1ccc(S(=O)(=O)N2CCCC(C(=O)NCc3ccco3)C2)cc1Cl (centres undefined)
(34) N#Cc1cccc(C(=O)Nc2cc(S(=O)(=O)N3CCOCC3)ccc2N2CCCC2)c1
(35) COC(CNC(=O)c1ccc(Cn2c(=S)[nH]c3cc4c(cc3c2=O)OCO4)cc1)OC
(36) C(=N\n1cnnc1)/c1cccs1
(37) Cc1ccc(NNC(=O)c2snnc2C)cc1Cl

assay / compound,31,32,33,34,35,36,37
Tb PFK block,-1%,-3%,-4%,1%,0%,-3%,6%
Coupling enz,-3,4,-1,x,1,5,-1
ELG1 genotox,2%,-10%,-3%,1%,0%,3%,4%
Rab9 promoter act,1%,-4%,-6%,x,8%,2%,0%
FLuc modulator,-3%,4%,-3%,x,-9%,0%,-11%
Giardia kill,-12,6,-15,34[activator],-15,4,16
RORgamma inh,0%,36%,24%,x,-1%,-6%,3%
VP16 counter,0%,-3%[0.365 µM],-2%,x,1%,-4%,-11%
KCNH2 3.1 block,8,-30,3,-4,5,-86*,27
NPC1 promoter act,0%,-4%,-3%,x,0%,5%,9%
uPA generation,-3%,0%,11%,-9%,9%,-3%,2%
